# Compound activity from PubChem.
# M18AAP inhibitor: PfM18AAP enzyme inhibition; recombinant PfM18AAP, H-Glu-NHMec fluorogenic cleavage; inhibition, % at 7.35 µM; 290,000 tested, 1.2% active;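 active = inhibition above the campaign mean inhibition over all tested compounds plus 3 SD, cut at about 28% in these data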;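 note: 0% = plate median of test compound wells and 100% = 2 mM ZnCl2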
# IDE inh: inhibits human insulin-degrading enzyme in HEK cells; P14735; FAbetaB cleavage, fluorescence polarization; inhibition, % at 5.59 µM; 320,000 tested, 0.41% active; AID 434962;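 active = percent inhibition above the average of all tested compounds plus 3 SD, set per screening campaign, cut at about 16% in these data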;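 note: IDE supplied by intact live HEK cells; FP after avidin binding of uncleaved biotin substrate so inhibition keeps polarization high; 0% = DMSO wells and 100% = 60 µM reference IDE inhibitor Ii1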
# MEKK2mut PB1 HTS: signal of MEK5 binding to mutant human MEKK2 PB1 domain | AID 1530 | bead flow cytometry, Alexa488-MEK5 binding to MEKK2 mutant | percent response, % at 10 µM | 290,000 tested, 0.35% active; in the data active = percent response above about 24%, passing the limit was not always enough; note: inactives centre near 1; some results filed as inactive read as strong as hits; reference of the scale not given here
# MEKK3 PB1 HTS: modulators (inhibitors or enhancers) of MEK5 binding to human MEKK3 PB1 domain. 290,000 tested, 1.4% active. AID 1529. binding response (% of control), % at 10 µM. Q99759. bead-based flow cytometry, Alexa488-MEK5 binding to MEKK3; actives lie on both sides; 0 = blocked by unlabeled MEK5, 100 = vehicle;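 active = binding response more than 3 SD above or below the average of its plate-row segment, actives on both sides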;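 note: Alexa488 bead fluorescence after subtracting the streptavidin-only scavenger bead signal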
# MEKK2 WT-MEK5: raises or lowers MEK5 binding to wildtype human MEKK2 PB1 domain. bead flow cytometry, Alexa488-MEK5 binding to MEKK2 WT; actives lie on both sides. binding response (% of control), % at 10 µM. 290,000 tested, 1.1% active. AID 1531; in the data active = binding response below about 67% or above about 130%
# pCIP destab: compounds decreasing mouse p/CIP protein stability. F442A p/CIP-EGFP cells, EGFP fluorescence, 16 h. AID 1984. 290,000 tested, 0.01% active. decrease of EGFP signal, % at 10 µM;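 active = EGFP signal decrease of at least 30% at 10 µM or well 3 SD below plate mean, unless failing retest; inactive = the rest, including hits failing retest or dose response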; note: some compounds called inactive have numbers as strong as hits; many of its hits are not listed in these tables
# Target sequence (Q05BA5 1-1403): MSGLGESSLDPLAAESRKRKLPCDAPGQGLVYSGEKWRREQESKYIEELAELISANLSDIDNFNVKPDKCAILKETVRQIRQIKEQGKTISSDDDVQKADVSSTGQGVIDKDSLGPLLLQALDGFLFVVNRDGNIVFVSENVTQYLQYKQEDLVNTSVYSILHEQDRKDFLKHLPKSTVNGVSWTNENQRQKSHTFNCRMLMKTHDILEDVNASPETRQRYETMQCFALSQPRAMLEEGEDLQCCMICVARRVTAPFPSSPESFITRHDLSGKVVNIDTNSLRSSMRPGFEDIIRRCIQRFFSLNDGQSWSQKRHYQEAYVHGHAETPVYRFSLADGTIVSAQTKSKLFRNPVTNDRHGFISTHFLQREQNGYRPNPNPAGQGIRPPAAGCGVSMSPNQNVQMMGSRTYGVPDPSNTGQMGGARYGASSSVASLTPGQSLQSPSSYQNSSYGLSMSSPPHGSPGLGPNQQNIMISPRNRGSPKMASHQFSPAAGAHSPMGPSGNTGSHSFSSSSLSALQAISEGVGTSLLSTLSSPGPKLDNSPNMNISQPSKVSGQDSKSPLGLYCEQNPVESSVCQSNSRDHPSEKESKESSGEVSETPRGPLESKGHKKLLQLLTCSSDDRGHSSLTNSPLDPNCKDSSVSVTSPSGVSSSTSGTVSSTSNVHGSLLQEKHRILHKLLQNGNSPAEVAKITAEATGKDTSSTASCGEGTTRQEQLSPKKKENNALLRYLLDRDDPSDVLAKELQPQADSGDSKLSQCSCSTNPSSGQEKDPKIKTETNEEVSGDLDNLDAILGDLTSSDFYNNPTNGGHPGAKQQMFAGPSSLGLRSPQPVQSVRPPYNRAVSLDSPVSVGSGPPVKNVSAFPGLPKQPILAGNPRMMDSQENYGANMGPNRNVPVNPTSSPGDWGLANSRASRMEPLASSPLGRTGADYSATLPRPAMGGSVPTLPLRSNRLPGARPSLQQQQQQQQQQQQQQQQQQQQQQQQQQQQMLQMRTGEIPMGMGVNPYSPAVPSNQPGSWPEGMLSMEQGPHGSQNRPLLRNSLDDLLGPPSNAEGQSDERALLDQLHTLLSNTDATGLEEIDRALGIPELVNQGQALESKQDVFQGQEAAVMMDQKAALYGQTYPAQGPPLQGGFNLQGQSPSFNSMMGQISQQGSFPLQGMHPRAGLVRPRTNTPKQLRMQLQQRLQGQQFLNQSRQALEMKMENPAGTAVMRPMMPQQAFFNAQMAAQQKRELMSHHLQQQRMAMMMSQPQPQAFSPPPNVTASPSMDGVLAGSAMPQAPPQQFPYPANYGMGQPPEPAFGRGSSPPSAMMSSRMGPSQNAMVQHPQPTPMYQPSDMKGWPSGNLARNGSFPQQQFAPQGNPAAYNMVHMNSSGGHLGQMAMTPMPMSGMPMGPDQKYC
# UBC9 SUMO inh: inhibitors of human SUMOylation (UBC9) | HTRF SUMOylation assay, SAE1/SAE2 + UBC9, in vitro | 290,000 tested, 0.36% active | AID 2006 | inhibition, % at 35 µM; in the data active = inhibition above about 50%, passing the limit was not always enough; note: strong numbers were not always called active
# IDE act: boosts human insulin-degrading enzyme activity in HEK cells; FAbeta-B cleavage, fluorescence polarization; 0% vehicle, 100% cell-free pure enzyme wells; activation, % at 5.96 µM; 340,000 tested, 0.073% active;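 active = activation above the mean of all tested compounds plus 3 SD, set per screening campaign, cut at about 17% in these data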
# NALP1 inh: NALP1 inhibition; 280,000 tested, 0.61% active; inhibition, % at 10 µM; S. cerevisiae NALP1/ASC/caspase-1 growth, X-gal OD620, 72 h; in the data active = inhibition mostly above about 24%, no sharp cut-off; inactive = mostly below about 32%; note: some compounds called inactive have numbers as strong as hits
# * hit, by the source's call; nt = no result given; [ ] = dose if it differs, or a comment. An excerpt; the hit share may differ from the screen's.
# Sample of the layout (four entries):
M18AAP inhibitor	IDE inh	MEKK2mut PB1 HTS	MEKK3 PB1 HTS	MEKK2 WT-MEK5	pCIP destab	UBC9 SUMO inh	IDE act	NALP1 inh	SMILES
-1	nt	-1	108	108	4	2	1	10	CCN(CC(=O)N1CCCC1)S(=O)(=O)c1ccc(F)cc1
-3	2	3	100	103	-6	0	4	-9	CC(C)(C)C(=O)NC1CCN(S(=O)(=O)c2ccccc2F)CC1
0	9	-2	100	93	-10	28	5	2	O=P(OC1CCCCC1)(OC1CCCCC1)C(O)c1c(Cl)cccc1Cl (stereo not given)
-20	-2	-1	97	91	-7	0	1	6	CN(C)c1ccc(-c2nn3c(C4CCCCC4)nnc3s2)cc1

# Results, from the first entry:
M18AAP inhibitor	IDE inh	MEKK2mut PB1 HTS	MEKK3 PB1 HTS	MEKK2 WT-MEK5	pCIP destab	UBC9 SUMO inh	IDE act	NALP1 inh	SMILES
-1	nt	-1	108	108	4	2	1	10	CCN(CC(=O)N1CCCC1)S(=O)(=O)c1ccc(F)cc1
-3	2	3	100	103	-6	0	4	-9	CC(C)(C)C(=O)NC1CCN(S(=O)(=O)c2ccccc2F)CC1
0	9	-2	100	93	-10	28	5	2	O=P(OC1CCCCC1)(OC1CCCCC1)C(O)c1c(Cl)cccc1Cl (stereo not given)
-20	-2	-1	97	91	-7	0	1	6	CN(C)c1ccc(-c2nn3c(C4CCCCC4)nnc3s2)cc1
7	4	-12	55	65	3	-10	4	-25	COc1ccccc1/C=C/C(=O)NNC(=O)c1cccs1
-7	12	7	108	114	-5	0	-3	4	COc1ccccc1N1CCN(/N=C\c2ccccc2)CC1
5	4	3	101	103	4	20	-4	15	CCCCN(C)C(=O)c1cccc(OC2CCN(CC(C)(C)C)CC2)c1
4	-10	-5	89	91	-2	14	3	8	CCOC(=O)c1sc(NC(=O)C(C)Sc2nnc(N)s2)nc1C (stereo not given)
8	-3	-4	92	93	2	1	3	5	CC(C)(C)S(=O)c1cccs1 (stereo not given)
3	3	1	101	101	-11	-6	0	7	CCN(CC)S(=O)(=O)c1ccc(N2CCN(c3ccccc3OC)CC2)c(N)c1
-4	4	-2	98	101	-5	0	5	11	COc1ccc(-c2[nH]ncc2CN2C[C@@H]3CCC[C@H]2C3)c(F)c1
-11	0	-18	85	86	1	9	6	-4	Cn1ccc(NC(=O)Nc2cccc(C(F)(F)F)c2)n1
16	nt	-1	101	95	0	9	nt	0	CCc1nc(SCC(=O)Nc2sc(C)c(C)c2C(=O)OC)c2ccccc2n1
-7	-1	0	96	100	6	1	7	9	CC(=O)c1nc(N2C(=O)C3CC=C(C)CC3C2=O)sc1C (stereo not given)
-7	1	0	103	97	-3	11	2	-14	CCOC(=O)C1C(=O)NC(c2ccccc2)=NC1c1cccc(Br)c1 (stereo not given)
-2	2	3	102	104	-8	11	5	9	COCC(=O)N(Cc1ccccc1)c1ccccn1
12	-5	-6	87	98	-3	-1	1	18	COc1ccc(NC2=C(Cl)C(=O)N(c3ccccc3)C2=O)c(OC)c1
1	10	1	99	95	-14	2	2	-4	Cc1nn(C)cc1S(=O)(=O)N1CCN(c2ccccc2)CC1
4	4	1	92	95	-5	7	0	41*	Cc1ccc(C(=O)OCC(=O)NCc2ccco2)cc1
-5	-2	1	102	104	-6	-1	1	2	CC(C)C(NC(=O)OC(C)(C)C)C(=O)NC(CCC(=O)OCc1ccccc1)C(N)=O (stereo not given)
2	1	0	102	100	-6	-11	9	-12	CC(C)(C)CNc1cc(N2CCCC2)ccc1[N+](=O)[O-]
-6	-11	7	108	107	-17	10	2	12	CCOC(=O)c1sc(NC(=O)CSc2ncccn2)nc1C
-1	nt	-2	103	98	13	5	8	-14	CC(C)(C)OC(=O)C(Cl)(C(=O)OC(C)(C)C)c1ccc2nnnn2n1
-2	1	-8	89	84	-47	28	7	18	COc1ccc(NC(=O)C2CCN(C(=O)NCc3ccccc3)CC2)cc1
-2	-2	-7	78	81	-8	16	12	13	COc1ccc(C(=O)c2ccc(OC)c(N)c2)cc1N
2	-10	-2	99	99	-5	6	-1	12	Cc1ccc(OCCCc2c(C)n[nH]c2C)cc1
-5	3	-2	103	103	1	0	0	-19	C[n+]1ccc(C(=O)NCc2ccccc2)cc1
3	0	2	98	98	11	5	-3	15	COc1ccc(C(=O)c2c[nH]c(C(=O)NCC3CCCO3)c2)cc1 (stereo not given)
-9	3	2	101	101	-8	3	-2	25	Cc1ccc(NC(=O)c2csc3c2CCCC3)cc1
8	-7	6	102	105	-3	-24	7	0	CCOC(=O)N1CCN(C(=O)CCc2c(C)nc3nc(C)nn3c2C)CC1
2	-1	-2	116	107	0	13	13	26	CCOc1ccc(-n2c(SCC(=O)N3CCc4ccccc43)nnc2-c2c[nH]c3ccccc23)cc1
26	-1	1	99	98	-16	12	-3	-3	Cc1cc(C)c2nc(N3C(=O)C(O)=C(C(=O)c4ccco4)C3c3ccco3)sc2c1 (stereo not given)
8	2	6	110	104	-8	-18	3	1	CCn1c2ccccc2c2cc(NC(=O)c3ccco3)ccc21
1	2	-7	101	94	16	-4	1	-1	CN(CCOc1ccccc1)CC(=O)Nc1ccc(Br)cc1F
7	-1	0	149*	110	-1	-4	3	23	CCCCNC(=O)C1C2C=CC(C2)C1C(=O)O (stereo not given)
4	5	3	107	110	6	2	-7	9	CCOC(=O)CCNC(=O)Nc1ccc2nc(C)n(Cc3cccc(Cl)c3)c(=O)c2c1
5	-3	-13	83	86	-10	4	0	-11	COc1cc(OC)c(OC)cc1C=NCC1(c2ccccc2)CCCC1
13	4	0	100	100	0	9	2	-18	COc1ccc(/C=C2\SC(=O)N(CCC(=O)NCCCn3ccnc3)C2=O)cc1
-5	1	1	103	101	-1	25	1	nt	COC(=O)C1=NN(c2ccc(C)cc2)C2C(=O)N(c3ccccc3OC)C(=O)C12 (stereo not given)
-4	8	2	100	98	6	-9	14	23	Nc1c(-c2cccs2)cnn1-c1nc(-c2ccc(F)cc2)cs1
-11	-4	-1	107	98	-6	-6	4	8	Cc1cc(C)c(C(=O)O)c(Cl)n1
-13	6	-9	80	78	6	21	-2	-15	CC1(c2ccccn2)Nc2ccccc2-c2nc3ccccc3n21 (stereo not given)
-13	6	-6	95	97	-6	20	-2	nt	Cc1ccc(N2C(=O)CSC2c2cccnc2)c(Cl)c1 (stereo not given)
-14	-7	nt	nt	nt	-20	-4	9	17	Cc1cccc(N2C(N)=NC(N)=NC23CCCCC3)c1
-3	4	14	103	101	-2	7	6	-7	O=c1[nH]c2ccc(Cl)cc2c(O)c1-c1ccccc1
-1	4	1	127	105	6	-8	2	nt	O=C(COC(=O)c1ccc(CNS(=O)(=O)c2ccc(F)c(Cl)c2)cc1)NCC1CCCCC1
-12	-1	0	102	99	-12	19	3	14	NC(=O)CN1C(=O)C(=O)N(Cc2ccccc2Cl)C1=O
2	-7	-8	100	88	-38	21	-1	-18	Cc1cc(C(=O)CCl)c(C)n1-c1cccc([N+](=O)[O-])c1
2	0	-5	2.0*[inhibitor]	76	-22	3	nt	-3	CCOc1ccccc1C1CC(c2cccs2)=NN1S(C)(=O)=O (stereo not given)
-9	-2	16	112	113	-17	28	8	nt	Cc1ccc(C(=O)OCC(=O)Nc2ccc3[nH]c(=O)[nH]c3c2)cc1[N+](=O)[O-]

# Further records follow.
M18AAP inhibitor	IDE inh	MEKK2mut PB1 HTS	MEKK3 PB1 HTS	MEKK2 WT-MEK5	pCIP destab	UBC9 SUMO inh	IDE act	NALP1 inh	SMILES
-1	5	1	103	104	-3	10	-2	nt	Cc1ccc(CC(=O)Nc2ccc(Cl)cn2)cc1
0	1	-1	102	97	-1	15	3	48	O=[N+]([O-])c1ccc(N2CCN(C(=S)Nc3ccccc3)CC2)cc1
-2	7	-1	101	101	-6	7	6	18	COc1ccc(S(=O)(=O)N2CCOC2CNC(=O)C(=O)NCCc2ccc(S(N)(=O)=O)cc2)cc1 (stereo not given)
2	3	-1	101	96	-2	10	10	-9	Cc1ccc(CC2C(=O)N(c3cc(Cl)ccn3)C(=O)C2C)cc1 (stereo not given)
-1	4	0	94	100	-2	23	-1	34	O=C(Nc1nc2ccc(SC(F)F)cc2s1)c1ccc(NS(=O)(=O)c2ccc(F)c(F)c2)cc1
-1	6	-3	97	104	-6	9	0	0	O=C(C1CCC(=O)N1Cc1cccs1)N1CCOCC1 (stereo not given)
-9	-4	8	106	105	-2	14	4	4	O=C(c1ccco1)N1CCN(Cc2nc(-c3cccs3)no2)CC1
1	-2	2	73	85	-5	0	3	-92	Cc1cccc2cc(C#N)c(SCC(=O)Nc3ccccc3N3CCOCC3)nc12
0	10	-7	62*[inhibitor]	75	3	-3	0	23	CC(=O)N1CCN(c2ccc(NC(=O)c3ccc(OCc4ccccc4)cc3)cc2)CC1
0	4	-5	95	96	-1	6	4	-8	N#CCSc1nc2ccccc2c(=O)n1CCCC(=O)NCc1ccco1
2	4	-11	104	86	-6	4	1	6	CC(C)c1ccc(Nc2nc(CC(=O)O)cs2)cc1
7	3	6	89	103	-12	41	0	-7	COc1cccc2c1C(=O)O/C2=C/c1ccc2c(c1)OCO2
-4	-1	4	98	108	-3	8	3	9	CC(CN1CCC(O)CC1)c1ccccc1 (stereo not given)
1	1	-5	92	90	6	7	-1	3	C=C(C)CNC(=O)CCc1nnc(C2(c3ccc(Cl)cc3)CCC2)o1
0	0	1	102	102	-2	-3	7	-9	CC1=NN(C(=O)CSCc2ccccc2)C(O)(c2ccc(F)cc2)C1 (stereo not given)
33*	2	-5	96	94	10	6	2	10	Cc1nc2ccc(S(=O)(=O)NCC(=O)NC(C)c3ccccc3)cc2s1 (stereo not given)
-10	0	-13	92	85	-11	-14	0	-1	CCn1c(N2CCN(S(=O)(=O)c3ccc(Cl)cc3)CC2)nc2ccccc21
8	4	-1	96	98	-3	4	4	6	O=S(=O)(c1ccc2ccccc2c1)N1CCCCCC1
0	-1	19	98	123	0	-43	-2	58	CCNc1c(C(=O)O)ccc2c1C(=O)c1ccccc1C2=O
5	nt	2	98	104	-10	4	-6	-27	Cc1cc(Br)c(NC(=O)CN2CCCC2)c(Br)c1
-8	2	2	104	103	-14	11	1	3	COC(=O)c1c(C(=O)OC)c2ccccn2c1C(=O)c1ccccc1
7	2	12	106	104	-7	-70	6	-2	O=C(NNC(=S)NC(=O)c1ccccc1)c1cccc([N+](=O)[O-])c1
19	1	-2	96	97	-13	-9	-2	22	CCN(CC)S(=O)(=O)c1cccc(-c2n[nH]c(=S)n2/N=C/c2ccc(OC)cc2)c1
1	-1	-1	111	103	-5	4	2	32	Clc1ccc(Cc2nnc(-c3cccs3)o2)cc1
-3	-1	2	103	102	-3	5	5	18	CCC(=O)N1CCc2cc(S(=O)(=O)CCC(=O)NCc3ccc(C)cc3)ccc21
5	0	-3	100	103	5	0	2	0	CC(C)CC(=O)N1CCN(c2ccc(NC(=O)c3ccco3)cc2)CC1
2	0	58*	104	165*	5	-14	0	30	COc1cccc(CNCCc2c[nH]c3ccccc23)c1OCc1ccccc1
-1	nt	4	100	104	-6	9	2	8	CCOC(=O)c1nc(SC)n(C)c1C(=O)OCC
-4	2	-5	103	102	-10	14	2	5	O=C(c1ccc2c(c1)OCO2)C1CCCN(Cc2ccc3cccc(F)c3n2)C1 (stereo not given)
-13	0	4	102	103	-5	-2	3	27	O=C(NCc1ccc(F)cc1)c1cc(S(=O)(=O)N2CCOCC2)ccc1F
29*	5	4	99	96	0	17	5	8	COc1ccc(N2C(=O)C(Cl)=C(Nc3ccccc3O)C2=O)cc1
-6	-2	nt	nt	nt	6	-16	3	18	Brc1ccc(CSc2nnc(Cc3c[nH]c4ccccc34)o2)cc1
